# NCOA1 inh: SRC1 coactivator transcriptional activity inhibitors, primary screen, cell-based, luminescence; Nuclear receptor coactivator 1 (Homo sapiens), Q15788; HEK293 GAL4-SRC1 luciferase reporter; inhibition, % at 3.6 µM; 360,000 tested, 0.12% active; AID 588354, 2011;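 active means inhibition above the campaign mean plus 3 SD, with each screening campaign given its own cutoff, cut at about 60% in these data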;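 further: 0% = DMSO treated cells and 100% = gossypol at 36 µM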
# LMP1 NFkB inh: EBV LMP1-driven NF-kappaB luciferase reporter inhibitors, primary screen, cell-based, luminescence, single point. AID 504558, 2011. inhibition, % at 12.5 µM. 350,000 tested, 0.69% active. LMP1-induced NF-kappaB luciferase reporter cells; in the data active means inhibition above about 41%;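 further: 0% = neutral control wells and 100% = reference inhibitor control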
# COUP-TFII inh: NR2F2 transcriptional activity inhibitors, primary screen, cell-based, luciferase reporter, HEK293T, luminescence | COUP transcription factor 2 (Homo sapiens), P24468 | HEK293T NGFI-A luciferase reporter | inhibition, % at 8.6 µM | 370,000 tested, 0.7% active | AID 686940, 2013;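 active means inhibition above a per-plate cutoff, mean inhibition of test wells between control levels plus 3 SD, cut at about 38% in these data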;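 further: cells cotransfected with COUP-TFII expression vector driving the NGFI-A reporter; 0% = median of COUP-TF2 test wells and 100% = reporter-only cells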
# Target sequence (P24468 whole entry, looked up): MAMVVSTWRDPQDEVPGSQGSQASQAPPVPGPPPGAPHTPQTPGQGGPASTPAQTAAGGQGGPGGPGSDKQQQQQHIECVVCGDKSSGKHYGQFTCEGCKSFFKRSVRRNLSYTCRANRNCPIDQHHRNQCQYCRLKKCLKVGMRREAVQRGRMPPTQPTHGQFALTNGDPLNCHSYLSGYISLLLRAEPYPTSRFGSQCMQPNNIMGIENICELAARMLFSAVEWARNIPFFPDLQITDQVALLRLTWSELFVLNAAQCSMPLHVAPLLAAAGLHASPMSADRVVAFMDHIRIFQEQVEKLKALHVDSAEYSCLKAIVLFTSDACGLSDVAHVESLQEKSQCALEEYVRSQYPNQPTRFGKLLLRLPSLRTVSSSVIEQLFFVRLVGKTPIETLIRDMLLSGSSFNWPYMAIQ
# NOD2-RIPK2 inh: NOD2-RIPK2 binding disruptors in cells, primary screen, fluorescence, CHO cells, BLA complementation | CCF4 ratio | AID 624267, 2012 | inhibition, % at 4.98 µM | 360,000 tested, 0.38% active | Receptor-interacting serine/threonine-protein kinase 2 (Homo sapiens), O43353; in the data active means inhibition above about 21%;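 further: 0% = vehicle only and 100% = reference blocker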
# Vif imaging: HIV Vif self-association inhibitors, primary screen, imaging, HEK293T, single point | HEK293T cells, Vif self-association by quenched fluorescence, 24 h | inhibition, % at 7.49 µM | 340,000 tested, 0.35% active | AID 602346, 2012; in the data active means inhibition above about 50%, passing the limit was not always enough; further: some results filed as inactive read as strong as hits
# TLR9-MyD88 block: inhibitors of TLR9-MyD88 association in cells, primary screen, cell-based, CHO, BLA complementation, fluorescence. AID 504734, 2011. inhibition, % at 4.98 µM. CCF4 FRET ratio. 340,000 tested, 0.21% active;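 active means inhibition above the mean over all tested compounds plus 3 SD, cut at about 21% in these data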;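 further: 0% = DMSO only wells and 100% = clavulanate BLA inhibitor control wells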
# SRC2 inh: inhibition of GAL4-SRC2 driven luciferase reporter, primary screen, SRC2 inhibitor project, cell-based, luminescence; inhibition, % at 9 µM; Nuclear receptor coactivator 2 (Homo sapiens), Q15596; HEK293 GAL4-SRC2 luciferase reporter; 370,000 tested, 0.17% active;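 active means inhibition above the mean inhibition of all tested compounds plus 3 SD, set per campaign, cut at about 52% in these data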;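 further: 0% = DMSO treated cells and 100% = cells given Gossypol at 36 µM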
# NR5A2 inv ag: LRH-1 (NR5A2) inverse agonists, primary screen, cell-based, luminescence, HEK293T, StAR-luciferase reporter | Nuclear receptor subfamily 5 group A member 2 (Homo sapiens), O00482 | LRH-1 transfected, 24 h | inhibition, % at 3.6 µM | 360,000 tested, 0.13% active | AID 602396, 2012;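 active means inhibition above the mean inhibition of all tested compounds plus 3 SD, cut at about 73% in these data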;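 further: 0% = DMSO wells and 100% = reporter-only cells lacking LRH-1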
# Target sequence (O00482 whole entry, looked up): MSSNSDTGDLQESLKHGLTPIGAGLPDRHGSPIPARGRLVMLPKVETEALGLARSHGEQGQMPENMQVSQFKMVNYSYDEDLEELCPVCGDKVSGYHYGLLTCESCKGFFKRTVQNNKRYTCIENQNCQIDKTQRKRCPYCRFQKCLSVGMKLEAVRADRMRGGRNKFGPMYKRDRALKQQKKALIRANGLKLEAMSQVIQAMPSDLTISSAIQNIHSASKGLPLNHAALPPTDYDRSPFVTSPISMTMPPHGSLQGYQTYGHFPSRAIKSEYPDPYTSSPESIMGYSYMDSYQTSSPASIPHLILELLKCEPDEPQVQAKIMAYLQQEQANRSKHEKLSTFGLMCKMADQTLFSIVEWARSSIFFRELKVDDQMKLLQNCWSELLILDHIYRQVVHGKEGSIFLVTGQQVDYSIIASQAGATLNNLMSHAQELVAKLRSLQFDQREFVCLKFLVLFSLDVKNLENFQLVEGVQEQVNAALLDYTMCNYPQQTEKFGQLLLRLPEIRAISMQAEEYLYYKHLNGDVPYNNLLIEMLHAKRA
# C8 TRAIL sens: viability loss with TRAIL in NB7+C8 cells, primary screen, TRAIL sensitizer project, cell-based, ATPlite luminescence; 360,000 tested, 1% active; inhibition (viability loss, TRAIL sensitization), % at 10 µM; AID 624354, 2012;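 active means compounds causing at least 50% loss of cell viability in the single-dose screen, relative to plate controls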
# TROY NFkB inh: inhibitors of TROY-driven NF-kB signaling, primary screen, Q293 LMP1-TROYcd cells, NF-kB luciferase, uHTS | 360,000 tested, 0.98% active | Q293 LMP1-TROYcd NF-kB luciferase reporter, 4 h | inhibition, % at 10 µM;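 active means compounds whose plate-normalised and pattern-corrected inhibition of the luciferase reporter signal at the single screening dose is 50% or more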
# SRC3 inh: SRC3 coactivator transcriptional activity inhibitors, primary screen, cell-based, luminescence; HEK293 GAL4-SRC3 luciferase reporter; inhibition, % at 3.6 µM; 360,000 tested, 0.17% active; AID 588352, 2011;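 active means inhibition above a per-campaign cutoff, the mean of all compounds plus 3 SD, cut at about 60% in these data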;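 further: 0% = DMSO-treated cells and 100% = gossypol-treated cells at 36 µM; higher means less SRC3-driven luciferase light from the GAL4 reporter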
# Active calls of the source: *; nt = no result given; & = joins results of further samples.
SMILES,NCOA1 inh,LMP1 NFkB inh,COUP-TFII inh,NOD2-RIPK2 inh,Vif imaging,TLR9-MyD88 block,SRC2 inh,NR5A2 inv ag,C8 TRAIL sens,TROY NFkB inh,SRC3 inh
C=CCn1c(P(C)(=O)O)nc2ccccc21,-10&-15,-3&1,-6&-10,2&-1,3&-1,16&0,2&7,-2&21,-11&5,19&2,-9&4
CC(=O)N1CC(C(=O)Nc2ccc3c(c2)OCO3)Oc2ccccc21 (stereo not drawn),-26,-7,-8,-5,25,3,5,1,12,-36,-4
COc1ccc(CC(=O)NCC2CCCCC2)cc1OC,-13,-1,1,-6,-1,-4,7,-4,-15,8,-6
COc1ccc2nc3cc([N+](=O)[O-])ccc3c(NNc3ccc([N+](=O)[O-])cc3)c2c1,-16,5,-1,3,67*,-2,-9,0,1,-28,-16
COc1ccc(C2CC(c3ccccc3)=NN2C(=O)COC(=O)c2cccc(O)c2)cc1 (stereo not drawn),-6,-9,2,-9,-9,-10,3,2,21,-20,-24
COc1ccc(CNc2nc3c(c(=O)[nH]c(=O)n3C)n2CCCc2ccccc2)cc1,0,11,1,-2,-9,4,-15,5,-6,5,22
OC(COc1ccccc1CNCc1cccnc1)CN1CCc2ccccc2C1 (stereo not drawn),-2,-3,-5,-6,-1,-3,17,-9,-13,22,5
COc1cc(Cl)ccc1OCc1cc(C(=O)N2CCN(C3CCCCC3)CC2)no1,-14,-8,0,-7,nt,-14,-24,-21,1,-35,-9
NC(Cc1ccc(C(F)(F)F)cc1)c1csc(Nc2cc(Oc3ccccc3)ncn2)n1 (stereo not drawn),-11,nt,-6,19,-11,nt,18,14,24,10,2
CCOC(=O)C1CCCN(C(=O)COc2ccc(S(=O)(=O)N(CC)c3ccccc3)cc2)C1 (stereo not drawn),0,-4,7,2,-3,-5,-3,-8,-9,0,12
O=C(O)CCSc1nnc(-c2ccccc2)n1-c1ccccc1,-32,-2,7,2,7,2,-25,2,1,2,14
CCCCNC(=O)CN1C(=O)NC2NC(=O)NC21 (stereo not drawn),13,-23,-18,-6,23,-7,0,18,9,-40,-16
CCOC(=O)Cn1cnc(-c2ccc([N+](=O)[O-])cc2)c1,-25,-7,-37,4,-7,-7,-21,-65,0,-66,-27
Cn1c(N)c(C(=O)COC(=O)Cc2ccccc2F)c(=O)n(C)c1=O,-10,-1,-4,-1,-4,9,10,2,-3,-1,3
O=C(O)CCCCCN1C(=O)/C(=C\c2ccc(-c3ccc(Cl)cc3)o2)SC1=S,-3,6,11,-10,9,-3,10,8,1,12,12
COc1ccc(N(CC(=O)Nc2c(C)n(C)n(-c3ccccc3)c2=O)S(=O)(=O)c2ccc(C)cc2)cc1,-1,-12,4,-7,3,-8,-28,9,-7,9,0
COCCNC(=O)C(c1ccc(F)cc1)N(C(=O)CCC(=O)Nc1nccs1)c1cccc(C)c1 (stereo not drawn),-8,-1,3,-6,-4,3,17,19,-1,-1,15
O=C(CSc1nc2cc(Cl)ccc2s1)N1CCCc2ccccc21,0,-17,-15,-9,-22,12,-1,17,20,14,1
COc1ccc(/C=N\NC(=O)c2ccccc2)cc1COc1ccccc1,-54,-1,-8,-1,0,-5,-28,-13,16,14,-46
O=C(c1cccc(OC2CCN(C3CCCC3)CC2)c1)N1CCCCCCC1,-19,-10,8,-10,-2,2,-38,-15,17,6,10
O=C(O)CN(c1ccccc1[N+](=O)[O-])S(=O)(=O)c1ccccc1,-6,-2,-14,-4,2,-2,7,-6,-7,-9,14
Cc1ccc(S(=O)(=O)N2CCOCC2)cc1NC(=O)CNCc1ccccn1,-12,5,-1,-5,0,9,29,-1,-2,-17,24
O=[N+]([O-])c1cc([N+](=O)[O-])c(Oc2cccnc2Br)cc1NN1CCCCC1,6,-12,-28,-4,-9,-12,-6,-18,-25,-16,5
CC(=O)NC1N=C(C)N(c2ccccc2)C1=O (stereo not drawn),-6,5,-25,4,-13,0,-25,10,19,16,10
Cc1ccc(-n2nc3c4c(cccc4c2=O)-c2ccccc2-3)cc1,-6,-2,-3,-3,-16,-1,1,-14,-1,-9,5
CCC(=O)OCC(=O)N=c1sccn1Cc1ccccc1Cl,3,6,11,-10,1,-2,-14,3,8,-9,-5
CCOc1ccc(NC2=NCCC(=O)N2Cc2cccs2)cc1,-12,-6,4,-3,23,-5,-19,2,-11,4,-1
Cc1cccc(N2CCN(c3ccc(N4C(=O)CCCC4=O)cc3[N+](=O)[O-])CC2)c1C,-5,-1,14,-3,-2,9,-27,18,8,17,15
CC(=O)Nc1ccc(NC(=O)COC(=O)c2ccc(C)s2)cc1,-2,-1,1,-1,12,1,7,26,-3,-12,-2
O=C(O)CCc1ccc(S(=O)(=O)Nc2ccccc2N2CCCCC2)cc1,17,-6,8,-6,6,4,23,-33,-32,1,21
Cc1ccc([C@@H]2CC(=O)[C@@H]3CN(S(=O)(=O)c4ccc(C)cc4)[C@H](c4ccccc4F)C[C@@H]3N2S(=O)(=O)c2ccc(Cl)cc2)cc1,3,nt,18,-8,nt,nt,0,-6,-8,-7,-8
COc1ccc(OCCn2c(C)nc3ccccc32)cc1,7,4,13,-10,-8,-11,-14,20,12,4,17
Cn1c(=O)c(-c2ccccc2)nc2ccccc21,-18,0,-26,-8,2,-1,-16,0,-9,-11,-19
CCOC(=O)N(C)c1c(CC)nc2c(OCc3ccccc3C)cccn12,6,nt,1,-16,-11,nt,16,14,15,0,-7
Cc1ccccc1CN(C)CCS(=O)(=O)c1cc(Cl)ccc1Cl,-12,-13,-9,28*,-6,-8,19,15,-8,3,9
Cc1ccc(N=Cc2nc(/C=C/c3cccc([N+](=O)[O-])c3)oc2O)cc1,4,-23,-9,-1,1,-10,-1,24,1,14,3

# Pulled by structure from the list above (two):
SMILES,NCOA1 inh,LMP1 NFkB inh,COUP-TFII inh,NOD2-RIPK2 inh,Vif imaging,TLR9-MyD88 block,SRC2 inh,NR5A2 inv ag,C8 TRAIL sens,TROY NFkB inh,SRC3 inh
Cc1ccccc1CN(C)CCS(=O)(=O)c1cc(Cl)ccc1Cl,-12,-13,-9,28*,-6,-8,19,15,-8,3,9
O=C(O)CCc1ccc(S(=O)(=O)Nc2ccccc2N2CCCCC2)cc1,17,-6,8,-6,6,4,23,-33,-32,1,21

# Following part:
SMILES,NCOA1 inh,LMP1 NFkB inh,COUP-TFII inh,NOD2-RIPK2 inh,Vif imaging,TLR9-MyD88 block,SRC2 inh,NR5A2 inv ag,C8 TRAIL sens,TROY NFkB inh,SRC3 inh
COc1ccc(-n2c3c(cc(C(=O)N4CCN(CCO)CC4)c2=O)C(=O)CC(C)(C)C3)cc1,-17,0,9,9,14,-14,-18,18,-11,10,0
CC1CN(c2ccnc3cc(Cl)ccc23)CC(C)O1 (stereo not drawn),-5,9,21,-9,9,2,8,-15,5,-11,3
CC(=O)c1ccc(Nc2nc(C(N)CCc3ccccc3)cs2)cc1 (stereo not drawn),9,nt,5,-14,7,nt,-18,14,21,15,-4
O=C(Nc1ccccc1)OCCOc1cccc(Br)c1,-15,-4,-6,13,7,3,-5,-11,2,0,-7
CC(C)NS(=O)(=O)c1ccc(CCC(=O)NCc2ccco2)cc1,-3,-1,27,2,13,-11,-21,-8,-19,-28,10
Cc1nn(-c2ccccc2Cl)c(Cl)c1/C=N/Nc1cccc(C(=O)O)c1,-139,69*,-61,-7,-2,-9,-77,-269,78*,-104,-114
O=C(Cn1c(-c2ccccc2)noc1=O)Nc1ccc(S(=O)(=O)N2CCOCC2)cc1,11,-6,-16,4,7,5,2,2,-8,3,25
O=C1C2C3C=CC(C3)C2C(=O)N1CN(Cc1ccccc1)CN1C(=O)C2C3C=CC(C3)C2C1=O (stereo not drawn),26,-7,10,-7,-12,1,20,16,-1,7,19
CC(C)(C)NC(=O)C(c1ccncc1)N(C(=O)CNC(=O)c1ccco1)c1ccc(F)cc1 (stereo not drawn),11,-6,7,-3,6,-11,-9,1,-4,-5,16
COC(=O)c1ccc(C)c(NC(=O)CSc2nc3[nH]c(=O)cc(O)c3s2)c1,5,-6,-9,-3,-6,10,-7,8,-2,14,-8
CC1CC(C)CN(C(=O)COC(=O)c2ccc3c(c2)C(=O)N(Cc2ccco2)C3=O)C1 (stereo not drawn),-11,1,-2,0,-3,-1,0,-26,-11,5,-16
C#CCNC(=O)C[C@@H]1C[C@@]2(C(=O)OC)CCCCC=C2N(Cc2ccco2)C1=O,nt,nt,5,-5,nt,nt,-33,0,13,9,nt
CC(C)Cn1c(CCC(N)=O)nnc1SC(C)C(=O)Nc1ccc2c(c1)OCO2 (stereo not drawn),-8,-1,18,2,0,-1,10,-4,-15,6,-5
COc1cccc(N(C(=O)Cn2nnc(-c3ccc(F)cc3)n2)C(C(=O)NCC2CCCO2)c2ccc(Cl)cc2)c1 (stereo not drawn),-6,-2,-6,-3,-12,8,-15,7,-16,13,5
Cc1ccc(S(=O)(=O)N2C(=O)CCC2C(=O)Nn2cnnc2)cc1 (stereo not drawn),9,10,11,-5,nt,3,-2,21,10,-9,-10
C/C(=N\NC(=O)c1ccc([N+](=O)[O-])cc1Cl)c1ccccc1,-17,-24,11,3,-12,1,-35,-7,-7,-24,-31
CC(C)(C)c1ccc(S(=O)(=O)NNC(=O)C2CCN(Cc3cccc(F)c3)CC2)cc1,-5,-5,6,6,-2,4,13,10,-1,7,15
CCOC(=O)/C(C#N)=C/c1cccc(F)c1,12,-2,16,-10,-5,-1,-10,-4,-1,17,17
CCn1c2c(c(=N)c3c1CCC3)CCC2,8,-7,12,-6,-1,4,32,-10,25,-18,9
O=C1CSCN1c1ccc(Cl)cc1,-2,-3,6,6,-13,-2,14,1,-8,4,5
COc1cccc(CN2CCC(Oc3ccc(C(=O)NCc4ccccn4)cc3)CC2)c1,24,12,11,-6,-10,-2,7,-25,-11,11,27
CCOC(=O)/C(C)=N/NC(=O)c1cccc([N+](=O)[O-])c1,-8,-3,-17,1,-3,1,-13,1,-1,-11,3
CN(C)CCOC(=O)COc1ccc(Cl)cc1,-17,-2,-9,-13,-8,-7,-15,-11,6,3,-2
C/C(=N/NC(=O)CCC(=O)Nc1ccc(Br)cc1)c1ccc(Br)cc1,-16,-3,-3,1,30,1,1,1,-1,11,-3
O=C(CCC(=O)N1CCOc2ccccc21)NCc1cccnc1,-9,6,32,-7,-2,4,16,24,11,-18,-1
O=C(NNC1=Nc2cc([N+](=O)[O-])ccc2OC1)c1ccccc1Cl,2,-9,-14,3,1,4,-2,-17,5,-18,5
NS(=O)(=O)c1ccc(CCNC(=O)C(=O)c2cn(CC(=O)N3CCOCC3)c3ccccc23)cc1,-20,-7,0,-12,21,5,-13,8,-12,0,32
CCN1C(=O)Cc2cc(S(=O)(=O)N3CCOCC3)ccc21,-7,-3,-10,2,1,4,6,-2,1,23,-5

# Screening results as filed in PubChem BioAssay.

# These rows are one share of the data, so the mix of outcomes need not match the whole.
